m-calpain inh: inhibitors of pig calpain II | inhibition, % at 16 µM | 220,000 compounds, 0.37% hits | purified calpain II, fluorogenic peptide substrate, 30 min | AID 1236;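 active = inhibition above about 50%, limit read from the data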
Mdm2 ligase inh: Mdm2 E3 ligase (human) inhibition. 210,000 compounds, 0.11% hits. cell-based MDM2 ubiquitination luciferase reporter, 2 h; 0 = plate control, 100 = twice control, blank-subtracted. AID 1230. signal enhancement, % at 5 µM. Q00987;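 active = signal enhancement of 30% or more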;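 note: luminescence tracks abundance of the self-degrading MDM2-luciferase fusion protein; higher signal means inhibition of MDM2 E3 ligase activity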
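Buffer or medium: Cells held in DMEM | Assay system: Stable mammalian line carrying autodegrading MDM2–luciferase fusion reporter | Quantity: 2000 cells/well | Times: 4 h settle plus 2 h compound, 37 °C | Doses: One concentration, 5 µM, with 0.2% DMSO | Technique: Luminescence with SteadyLite reagent, 15 min at room temperature | Benchmarks: Plate controls and plate blanks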
zVAD death inh: blocks zVAD induced death of L929 cells; L929 zVAD necroptosis rescue, ATP luminescence, 24 h; with zVAD 60 µM; viability rescue, % at 10 µM; 220,000 compounds, 0.38% hits;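 active = activation, scaled between plate controls, above about 75%, limit read from the data; inactive = activation under that limit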;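 note: 0% = zVAD with DMSO and 100% = DMSO alone without zVAD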
eIF4E-4G inh: inhibitors of eIF4E and eIF4G interaction in translation initiation; inhibition, % at 21.7 µM; 220,000 compounds, 0.37% hits; P63073+Q04637; TR-FRET eIF4E-eIF4GI(517-606) binding, 2 h;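 active = inhibition above about 30%, limit read from the data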;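 note: 0% = full FRET control wells and 100% = background wells lacking eIF4GI fragment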
Target sequence (P63073 whole entry, looked up, the tested form may be a part): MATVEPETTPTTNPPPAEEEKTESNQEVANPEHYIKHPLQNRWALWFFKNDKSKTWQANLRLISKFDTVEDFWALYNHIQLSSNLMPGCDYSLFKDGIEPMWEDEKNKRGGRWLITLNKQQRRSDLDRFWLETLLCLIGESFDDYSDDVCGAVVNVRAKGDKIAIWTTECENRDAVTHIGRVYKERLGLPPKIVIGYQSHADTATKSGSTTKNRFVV
Target sequence (Q04637 whole entry, looked up, the tested form may be a part): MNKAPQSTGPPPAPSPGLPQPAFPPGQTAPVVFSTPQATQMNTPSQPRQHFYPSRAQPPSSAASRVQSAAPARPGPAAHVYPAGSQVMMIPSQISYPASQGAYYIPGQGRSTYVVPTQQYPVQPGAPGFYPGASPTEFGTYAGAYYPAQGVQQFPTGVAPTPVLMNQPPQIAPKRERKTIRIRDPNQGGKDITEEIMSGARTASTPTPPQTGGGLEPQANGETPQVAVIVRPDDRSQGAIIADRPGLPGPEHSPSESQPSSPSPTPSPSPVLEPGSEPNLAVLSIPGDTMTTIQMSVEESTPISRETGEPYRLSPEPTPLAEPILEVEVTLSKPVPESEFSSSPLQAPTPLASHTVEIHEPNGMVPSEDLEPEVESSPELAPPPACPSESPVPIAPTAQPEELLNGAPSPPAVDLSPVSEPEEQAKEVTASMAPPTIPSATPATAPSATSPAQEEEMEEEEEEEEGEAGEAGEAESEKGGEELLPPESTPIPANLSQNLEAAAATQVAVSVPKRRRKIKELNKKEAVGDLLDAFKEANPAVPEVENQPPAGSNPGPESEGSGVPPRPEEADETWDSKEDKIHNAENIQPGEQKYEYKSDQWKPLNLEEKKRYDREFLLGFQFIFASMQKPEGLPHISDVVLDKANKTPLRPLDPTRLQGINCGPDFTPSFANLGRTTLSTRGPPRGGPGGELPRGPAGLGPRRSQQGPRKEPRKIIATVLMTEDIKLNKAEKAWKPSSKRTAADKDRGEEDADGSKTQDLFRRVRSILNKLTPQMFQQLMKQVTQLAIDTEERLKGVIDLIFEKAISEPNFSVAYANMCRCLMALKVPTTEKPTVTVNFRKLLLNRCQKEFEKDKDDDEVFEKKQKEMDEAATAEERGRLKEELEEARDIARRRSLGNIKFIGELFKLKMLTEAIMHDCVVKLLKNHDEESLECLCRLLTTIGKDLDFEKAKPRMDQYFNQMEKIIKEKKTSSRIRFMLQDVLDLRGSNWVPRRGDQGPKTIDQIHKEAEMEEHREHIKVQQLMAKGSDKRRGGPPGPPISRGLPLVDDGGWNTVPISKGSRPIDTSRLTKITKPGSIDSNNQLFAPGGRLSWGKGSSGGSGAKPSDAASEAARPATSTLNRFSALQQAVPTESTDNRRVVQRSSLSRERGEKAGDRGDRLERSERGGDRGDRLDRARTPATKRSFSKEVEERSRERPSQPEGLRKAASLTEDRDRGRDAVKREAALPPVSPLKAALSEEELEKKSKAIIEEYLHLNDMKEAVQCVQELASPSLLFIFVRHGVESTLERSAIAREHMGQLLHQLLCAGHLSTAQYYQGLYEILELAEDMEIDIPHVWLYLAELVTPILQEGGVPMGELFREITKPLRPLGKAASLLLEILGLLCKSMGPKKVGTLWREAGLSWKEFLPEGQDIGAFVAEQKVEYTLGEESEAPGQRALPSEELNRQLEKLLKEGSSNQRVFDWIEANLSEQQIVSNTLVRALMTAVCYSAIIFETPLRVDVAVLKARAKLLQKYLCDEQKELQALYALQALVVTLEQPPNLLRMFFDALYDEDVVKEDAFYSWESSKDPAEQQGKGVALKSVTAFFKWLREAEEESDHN
TNF death inh: blocks TNF-alpha induced death of Jurkat FADD-/- cells; Jurkat FADD-/- TNF necroptosis rescue, ATP luminescence, 24 h; 0 = TNF only, 100 = no-TNF cells; activation (protection from cell death), % at 10 µM; 220,000 compounds, 0.068% hits; AID 463075;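 active = activation, meaning protection from cell death, of at least 50% relative to plate controls; inactive = activation below 50%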;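 note: necroptosis triggered by 40 ng/mL TNF-alpha added together with compound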
Cl transport mod: KCC2 (human) Cl- transport modulation. KCC2 cells, thallium flux FluoZin-2 fluorescence. B-score of Tl+ flux slope (higher = more flux/activation; lower = inhibition) at 10 µM. 190,000 compounds, 2.2% hits. AID 1456;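 active = thallium flux slope and its plate-corrected score both differing from the plate sample mean at a set confidence after two filtering rounds, in either direction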;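 note: slope of fluorescence scaled to starting intensity during 10 to 20 s after thallium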
EBV gp42 inh: blocks Epstein-Barr virus glycoprotein 42 binding | inhibition, % (tested at 21.74 µM) | Q1HVG2 | Fluorescence polarization binding assay, mP read-out | AID 1085 | 220,000 compounds, 0.42% hits; in the data active = inhibition above about 50%
PERK inhibitor: human PERK inhibition, primary cell-based screen. Q9NZJ5. CHO PERK-DD fusion, SEAP luminescence translation reporter. inhibition, % at 5.6 µM. 220,000 compounds, 0.17% hits. AID 1416;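 active = inhibition above the mean inhibition of all tested compounds plus 3 SD, set separately per screening campaign, cut at about 2.9% in these data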;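 note: PERK kinase domain activated by AP20187 dimerizer at 100 nM; 0% = DMSO with dimerizer and 100% = rapamycin at 8.4 µM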
Rad51 HR inh: Rad51 (human) homologous recombination inhibition; inhibition, % at 10 µM; 200,000 compounds, 0.085% hits; AID 1385; hRad51 DNA strand exchange, fluorescence dequenching; Q06609;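 active = inhibition above 40% at the single screening dose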;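 note: 0% = DMSO control wells and 100% = blanks with heterologous ssDNA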
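Test system: preformed human Rad51 ssDNA filaments. Compound dosing: single dose, 10 µM final compound. Incubation: filaments 15 min 37 °C, then compound 30 min. Technique: FRET fluorescence dequenching, excitation 485 nm, emission 520 nm. Read-out basis: percent inhibition from fluorescence, normalised to plate control and blank means. Benchmarks: plate controls and plate blanks.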
* hit, by the source's call; nt = not tested or not shown; [ ] = remark or other dose.

SMILES | m-calpain inh | Mdm2 ligase inh | zVAD death inh | eIF4E-4G inh | TNF death inh | Cl transport mod | EBV gp42 inh | PERK inhibitor | Rad51 HR inh
COC(=O)Nc1nnc(COc2cccc(C)c2)s1 | 5 | 10 | 4.7 | 0 | -0.5 | -0.75 | -3 | 0.3 | 1
Cc1cc(C)c(NC(=O)CS(=O)CC(=O)N2CCN(c3ccccc3)CC2)c(C)c1 (centres undefined) | 23 | -8 | 2.1 | 4 | -1.7 | nt | 9 | -0.6 | -7
CCOC(=O)c1cc(-c2cccc([N+](=O)[O-])c2)on1 | 7 | -15 | 0.7 | 0 | 1.2 | -2.5 | -3 | 1.0 | nt
Cc1cccc(/C=N\NC(=O)c2sccc2-n2cccc2)c1 | -5 | -5 | 0.6 | 3 | -0.5 | 0.12 | -16 | 0.8 | 7
CC(=O)c1c(C)[nH]c(C(=O)NCCc2ccccc2)c1C | -8 | -10 | 0.2 | 0[fluorescence artefact?] | -2.1 | 1.2 | -12 | 2.1 | -9
CCOC(=O)c1cc2c(=O)n3ccccc3nc2n(CCOC)c1=NC(=O)c1c(-c2c(F)cccc2Cl)noc1C | -251 | 1 | -1.9 | -1 | -1.8 | nt | 0 | 0.1 | -8
CSc1cccc(NC(=O)C2CCN(S(C)(=O)=O)CC2)c1 | -10 | 6 | 0.1 | 1[fluorescence artefact?] | -0.9 | -0.51 | -14 | 1.2 | -3
COC(=O)C1=C(O)/C(=C\c2sccc2C)N=C1C | 19 | -7 | 1.5 | 1[fluorescence artefact?] | 0.4 | 0.86 | -8 | 1.1 | nt
Cc1[nH]n(-c2ccccc2)c(=O)c1N=Nc1ccccc1C(=O)N1CCOCC1 | 4 | -10 | 1.0 | -1[fluorescence artefact?] | 0.4 | -0.98 | -14 | 1.2 | 1
O=C(Nc1nsc(-c2ccccc2)n1)c1ccc(F)cc1 | 7 | -4 | 16 | 5 | 1.0 | -2.3 | -2 | 1.6 | -26
CCN(CC)S(=O)(=O)c1cc(NS(=O)(=O)c2cc(Cl)ccc2Cl)ccc1C | -39 | -11 | 0.9 | -3 | 0.9 | -0.98 | -7 | 0.3 | 11
CC(=O)Oc1cccc(C(=O)Nc2c[nH]c(=O)[nH]c2=O)c1 | -7 | -6 | 0.8 | -1 | -0.7 | -0.93 | -14 | 0.1 | nt
O=C(CSc1cccc[n+]1[O-])c1cc(Cl)ccc1Cl | 70* | -2 | 35 | -5 | -9.6 | -0.31 | -1 | 0.4 | 5
OCCn1c(-c2ccc(F)cc2)csc1=Nc1ccccc1 | 23 | -8 | nt | 2[fluorescence artefact?] | -3.1 | -1.4 | 1 | 0.1 | 12
O=C(O)c1ccc(-c2ccccn2)s1 | -25 | 5 | 0.2 | 4 | -0.4 | -1.3 | -6 | 1.3 | 0
CCNS(=O)(=O)c1ccc(NC(=O)Cn2nc(C(F)(F)F)cc2C)cc1 | -7 | -28 | 0.2 | -4 | -0.4 | 0.097 | -6 | 0.0 | 9
O=C(NCCCn1ccnc1)Nc1cccc2ccccc12 | -27 | 8 | -0.3 | 2 | -0.3 | 1.4 | -13 | 0.1 | -1
COc1ccc(-c2cc(C(=O)OC3CCOC3=O)c3ccccc3n2)cc1OC (centres undefined) | -7 | -17 | 0.0 | 4 | 0.4 | -0.41 | -8 | -1.3 | 4
CCC(=O)N1CCN(c2ccccc2NC(=S)NC(=O)c2cccc([N+](=O)[O-])c2)CC1 | -64 | -16 | -0.1 | -2 | 0.4 | 0.49 | 7 | 1.4 | -4
Cc1cc(OCC(=O)NC(C)c2ccccc2)ccc1[N+](=O)[O-] (centres undefined) | -6 | -11 | 0.0 | 0 | -0.4 | -0.21 | 5 | -0.5 | 2
COc1ccc(CNC(N)=O)cc1 | -8 | -4 | 0.6 | -1 | 0.8 | 0.23 | 0 | 1.1 | -5
CN1CCOCCOCCOCCN(C)C1=S | -32 | 4 | 4.7 | -2 | -1.1 | 0.2 | -12 | 0.4 | -2
CC(C)c1noc2ncc(C(=O)c3cc(Cl)cc(Cl)c3O)cc12 | 22 | -16 | 0.7 | -1 | 0.6 | nt | -26 | 0.8 | -5
O=C(O)CCc1nn2cnc3sc4c(c3c2nc1=O)CCCC4 | 7 | -3 | 0.4 | -1 | 1.4 | nt | -6 | 1.1 | nt
CCC(CC)C(=O)c1c[nH]c(C(=O)NCCCN2CCOCC2)c1 | -16 | -12 | 0.1 | 9 | -2.4 | -1.4 | 4 | -0.5 | nt

Shown with tabs: part of the list above
molecule	m-calpain inh	Mdm2 ligase inh	zVAD death inh	eIF4E-4G inh	TNF death inh	Cl transport mod	EBV gp42 inh	PERK inhibitor	Rad51 HR inh
COC(=O)Nc1nnc(COc2cccc(C)c2)s1	5	10	4.7	0	-0.5	-0.75	-3	0.3	1
Cc1cc(C)c(NC(=O)CS(=O)CC(=O)N2CCN(c3ccccc3)CC2)c(C)c1 (centres undefined)	23	-8	2.1	4	-1.7	nt	9	-0.6	-7
CCOC(=O)c1cc(-c2cccc([N+](=O)[O-])c2)on1	7	-15	0.7	0	1.2	-2.5	-3	1.0	nt
Cc1cccc(/C=N\NC(=O)c2sccc2-n2cccc2)c1	-5	-5	0.6	3	-0.5	0.12	-16	0.8	7
CC(=O)c1c(C)[nH]c(C(=O)NCCc2ccccc2)c1C	-8	-10	0.2	0[fluorescence artefact?]	-2.1	1.2	-12	2.1	-9
CCOC(=O)c1cc2c(=O)n3ccccc3nc2n(CCOC)c1=NC(=O)c1c(-c2c(F)cccc2Cl)noc1C	-251	1	-1.9	-1	-1.8	nt	0	0.1	-8
CSc1cccc(NC(=O)C2CCN(S(C)(=O)=O)CC2)c1	-10	6	0.1	1[fluorescence artefact?]	-0.9	-0.51	-14	1.2	-3
COC(=O)C1=C(O)/C(=C\c2sccc2C)N=C1C	19	-7	1.5	1[fluorescence artefact?]	0.4	0.86	-8	1.1	nt

Additional records
SMILES | m-calpain inh | Mdm2 ligase inh | zVAD death inh | eIF4E-4G inh | TNF death inh | Cl transport mod | EBV gp42 inh | PERK inhibitor | Rad51 HR inh
CN1CCN(/C=C(\C#N)S(=O)(=O)c2ccc(Cl)cc2)CC1 | 26 | -9 | -0.5 | 3 | -1.2 | -0.0044 | 1 | 0.5 | nt
O=[N+]([O-])c1ccc2n[nH]nc2c1 | -6 | -7 | 0.6 | -4 | -0.5 | 0.79 | -9 | 0.7 | 1
COC(=O)C(C(=O)OC)c1ccc(NC(=O)c2cccc(Cl)c2)cc1 | 6 | -6 | 1.1 | 3 | 0.0 | -0.14 | -1 | 1.1 | -49
O=C(Cc1ccccc1)Nc1ccc(NC(=O)C2CCCCC2)nc1 | 39 | -21 | 16 | 0 | 2.9 | 0.4 | -2 | 0.3 | 2
CCC12CN(C(=O)c3ccc([N+](=O)[O-])cc3)CC(CC)(CN(C(=O)c3ccc([N+](=O)[O-])cc3)C1)C2=O | 21 | -7 | -0.8 | 2 | -1.7 | -0.16 | -24 | -0.8 | -8
COc1ccc(N(CC(=O)NC2CCCC2)S(=O)(=O)c2c(C)[nH]c(=O)[nH]c2=O)cc1 | -12 | -2 | -0.3 | -4 | 0.6 | nt | -24 | -0.1 | 7
c1cc2c(cc1OCCNC1CCCC1)CCC2 | -10 | -12 | 0.5 | -4 | 1.1 | 0.55 | -2 | 0.7 | -1
Cn1c(=NC(=O)COc2ccccc2)sc2cc(F)cc(F)c21 | -14 | -6 | 1.0 | 9 | 1.5 | 1 | -8 | 0.0 | 1
CCOc1ccc(NC(=O)CSc2ccc(-c3ccccn3)nn2)cc1 | 3 | -6 | 0.6 | 0 | -0.5 | -0.47 | 0 | 1.0 | -1
CN(C)C(=S)c1ccc(N(C)C)cc1 | -2 | -8 | 1.9 | -4 | -1.3 | 0.14 | -19 | 1.0 | -2
Cc1cc(C)c2cccc(N)c2n1 | 9 | -10 | -0.5 | 1 | -2.2 | -0.22 | -11 | 1.5 | -7
CCCN(C(=O)CSc1nc2c(cnn2-c2ccccc2)c(=O)[nH]1)C1CCS(=O)(=O)C1 (centres undefined) | -7 | -2 | 1.4 | -7 | 1.3 | 0.75 | 4 | 0.4 | nt
CCOC(=O)c1c(C)[nH]c(C)c1C(=O)COC(=O)c1ccc(Cl)c(S(N)(=O)=O)c1 | 1 | nt | 0.1 | 3 | 1.0 | 0.93 | -23 | 0.9 | -8
CC(/C=C\c1ccccc1)=C/C(=O)O | 21 | -16 | -0.7 | 0 | 0.7 | 0.028 | -5 | 0.1 | -14
O=C(CSc1nnc(NC(=O)c2ccc(S(=O)(=O)N3CCOCC3)cc2)s1)Nc1ccccc1C(F)(F)F | -8 | 11 | 0.3 | 2 | 1.5 | 0.14 | -15 | 0.5 | 0
COc1ccccc1NC(=O)/C=C1\SCC(=O)N1C | 7 | -20 | 0.2 | -2 | -2.5 | 0.8 | 0 | 0.7 | -7
O=c1[nH]c2ccccc2nc1C(F)(F)C(F)F | -145 | 16 | 1.8 | 8 | -0.8 | nt | -10 | 0.6 | -4
COc1ccccc1CNC(=O)C(C)c1ccc([N+](=O)[O-])cc1 (centres undefined) | -16 | -1 | -0.7 | 1 | 0.8 | -0.3 | -1 | 0.3 | 3
CCc1nc(NCC2CCCO2)c(C#N)c2c1COC(C)(C)C2 (centres undefined) | -125 | -7 | 0.0 | 6 | -1.7 | -0.59 | 2 | -0.1 | 9
CC1=C(C(=O)OCC2CCCO2)C(c2coc3ccc(Cl)cc3c2=O)C2=C(CCCC2=O)N1 (centres undefined) | 0 | -38 | -1.4 | 0 | 0.4 | 0.14 | -9 | 1.0 | 17
COc1cc(/C=C2\SC(=S)N(N(C)c3ccccc3)C2=O)ccc1O | 16 | -11 | -1.0 | 7 | -8.4 | 0.011 | -9 | 1.4 | -46
Cc1ccc(NCc2ccccc2F)cc1 | 9 | -13 | 2.3 | -8 | 28 | 0.062 | 1 | 0.2 | -5
FC(F)(F)c1cccc(Cc2noc(CN3CCSCC3)n2)c1 | -3 | -7 | -0.2 | -2 | 0.9 | nt | -14 | 1.4 | 17
CCCCn1c(/C=C/c2ccco2)nc2ccccc21 | -120 | -14 | 0.3 | 8 | -0.6 | -1.4 | 5 | 0.7 | -44
CCN(CC)CCNC(=O)c1cn(-c2ccccc2)nc1-c1cccs1 | -49 | -14 | -0.1 | -2[fluorescence artefact?] | -2.7 | 0.081 | -8 | -0.2 | nt
CCOc1ccccc1C(=O)NC(C)c1ccc2c(c1)OCO2 (centres undefined) | -10 | 9 | 0.8 | 0 | -5.2 | -2.3 | -16 | -1.9 | 1
CC1=NN(C(=O)Cc2ccc([N+](=O)[O-])cc2)C(O)(c2ccccc2)C1 (centres undefined) | 1 | -9 | 0.6 | 5 | 19 | nt | 13 | -0.5 | nt
CCCNC(=O)CC(NS(=O)(=O)c1ccc(OC)cc1)c1ccco1 (centres undefined) | 9 | -18 | -0.2 | -2 | 0.0 | -0.71 | -7 | 0.7 | nt
CCCCC(=O)Nc1ccc(C(=O)NCC(=O)OC)cc1 | -23 | -5 | 0.2 | 0 | 0.4 | 1.2 | -7 | 0.5 | 0

Screening data deposited in PubChem by several laboratories.
